# C2C12 statin: suppressors of simvastatin-induced myotoxicity in C2C12 myotubes | rescue of ATP level, % at 7.49 µM | hit rate 0.78% among 330,000 | AID 602340 | ATP luminescence, 48 h; scaled: DMSO 0, geranylgeraniol control 100;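 active = mean ATP rescue above about 67%, or every replicate alone reaching that limit, limit read from the data, passing the limit was not always enough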;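 also: myotubes were challenged with 10 µM simvastatin during compound exposure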
# esBAF inh: blocks esBAF chromatin remodeling in mouse ES cells; Bmi1-luciferase knock-in reporter, 24 h; 100% = twice the neutral-well signal; reporter increase, % at 12.5 µM; hit rate 2% among 350,000; in the data active = activation above about 40%;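 also: 0% = median of the plate's neutral control wells and 100% = double that signal; a rise in the Bmi1 reporter signal indicates esBAF inhibition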
# miR-122 sensor: miR-122 inhibition in Huh7 cells; activation (reporter increase), % at 12.5 µM; AID 602342; Huh7 miR-122 Renilla luciferase sensor, 48 h; neutral wells = 0, positive control = 100; hit rate 0.3% among 340,000;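 active = mean replicate activation score at least 90 and every replicate individually at or above 90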;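 also: higher luciferase means less miR-122 activity so hits act as miR-122 inhibitors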
# An asterisk follows results filed as active; . = not tested or not shown; [ ] = dose if it differs, or a comment.
1	CO[C@H]1CN(C)C(=O)c2cc(NC(=O)C3CC3)ccc2OC[C@@H](C)N(C(=O)C2CCOCC2)C[C@H]1C
2	C[C@H](CO)N1C[C@H](C)[C@H](CN(C)C(=O)Cc2ccccc2)OCc2ccccc2-c2c(n(C)c3ccccc23)C1=O
3	CCCN(C)C[C@@H]1Oc2cc(-c3ccccc3C)ccc2S(=O)(=O)N([C@@H](C)CO)C[C@H]1C
4	COc1ccc(S(=O)(=O)N[C@@H]2C=C[C@H](CC(=O)NCCc3ccncc3)O[C@H]2CO)cc1
5	C[C@H](CO)N1C[C@H](C)[C@H](CN(C)S(=O)(=O)c2cccc(F)c2)OCc2ccccc2-c2ccccc2C1=O
screen / no.,1,2,3,4,5
C2C12 statin,-2,-19,-12,-10,-26
miR-122 sensor,.,.,.,.,.
esBAF inh,-8,-2,-3,-5,-6

6	CCCNC(=O)Nc1ccc2c(c1)C(=O)N(C)C[C@H](OC)[C@@H](C)CN(Cc1ccc(-c3ccccn3)cc1)[C@@H](C)CO2
7	C[C@H](CO)N1C[C@H](C)[C@@H](CN(C)C(=O)[C@H]2CCCN2C)OCc2ccccc2-c2ccccc2C1=O
8	CCCNC(=O)N[C@@H]1C=C[C@H](CC(=O)NCCc2ccccc2)O[C@@H]1CO
9	O=C(NCCc1ccncc1)[C@H]1[C@H](CO)[C@H]2Cn3c(ccc(C4=CCCCC4)c3=O)[C@@H]1N2CC1CC1
10	C/C=C/c1ccc2c(c1)O[C@@H](CN(C)C(=O)C1CCCCC1)[C@@H](C)CN([C@@H](C)CO)S2(=O)=O
screen / no.,6,7,8,9,10
C2C12 statin,-16,1,3,2,-6
miR-122 sensor,.,.,.,.,.
esBAF inh,97*,4,1,2,-13

11	COCC(=O)Nc1ccc2c(c1)C(=O)N(C)C[C@H](OC)[C@@H](C)CN(C(=O)Cc1cccnc1)[C@H](C)CO2
12	CN1[C@@H]2c3ccc(-c4cccnc4)c(=O)n3C[C@H]1[C@H](CO)[C@H]2C(=O)NCCc1ccccc1
13	CN1CCN(C(=O)C[C@@H]2C=C[C@H](NC(=O)Nc3ccccc3F)[C@@H](CO)O2)CC1
14	COCC(=O)N1C[C@@H](C)[C@@H](OC)CN(C)C(=O)c2cc(NC(=O)C3CCC3)ccc2OC[C@@H]1C
15	Cc1noc(C)c1NC(=O)N[C@H]1C=C[C@@H](CC(=O)NCc2ccc(Cl)c(Cl)c2)O[C@H]1CO
screen / no.,11,12,13,14,15
C2C12 statin,-3,17,11,-1,8
miR-122 sensor,.,.,.,.,.
esBAF inh,-1,1,-3,0,2

16	COc1cccc(-c2cnc3c(c2)C(=O)N([C@@H](C)CO)C[C@@H](C)[C@H](CN(C)CC2CCCC2)O3)c1
17	C[C@@H]1CN([C@@H](C)CO)C(=O)c2cc(NS(C)(=O)=O)ccc2O[C@@H]1CN(C)S(=O)(=O)c1ccc(Cl)cc1
18	C[C@H]1CN([C@@H](C)CO)C(=O)c2cc(NC(=O)Nc3ccc(F)cc3)ccc2O[C@@H]1CN(C)C(=O)Nc1ccc(C(F)(F)F)cc1
19	Cc1noc(C)c1NC(=O)N(C)C[C@H]1Oc2ccc(NS(=O)(=O)c3c(C)noc3C)cc2C(=O)N([C@@H](C)CO)C[C@H]1C
20	C[C@H](CO)N1C[C@H](C)[C@H](CN(C)S(=O)(=O)c2cccs2)Oc2ccc(NC(=O)Nc3ccc(C(F)(F)F)cc3)cc2C1=O
screen / no.,16,17,18,19,20
C2C12 statin,1,.,.,.,.
miR-122 sensor,.,40[16.7 µM],-1[16.7 µM],-3[16.7 µM],-4[16.7 µM]
esBAF inh,6,-4,8,3,6

21	C[C@H]1CN([C@@H](C)CO)C(=O)c2cc(NS(=O)(=O)c3ccc(F)cc3)ccc2O[C@@H]1CN(C)S(C)(=O)=O
22	C[C@@H]1CN([C@H](C)CO)C(=O)c2cc(NS(=O)(=O)c3ccc(F)cc3)ccc2O[C@H]1CN(C)S(C)(=O)=O
23	C[C@@H]1CN([C@H](C)CO)C(=O)c2cc(NS(C)(=O)=O)ccc2O[C@@H]1CN(C)S(=O)(=O)c1ccc(Cl)cc1
24	CC(C)NC(=O)Nc1cccc2c1O[C@H](CN(C)S(=O)(=O)c1cccs1)[C@H](C)CN([C@H](C)CO)C2=O
25	COc1ccc(S(=O)(=O)Nc2cccc3c2O[C@@H](CN(C)C(=O)Nc2cccc4ccccc24)[C@@H](C)CN([C@@H](C)CO)C3=O)cc1
screen / no.,21,22,23,24,25
C2C12 statin,.,.,.,.,.
miR-122 sensor,2[16.7 µM],1[16.7 µM],57[16.7 µM],2[16.7 µM],-3[16.7 µM]
esBAF inh,1,-1,0,0,-2

26	CC(C)NC(=O)N(C)C[C@@H]1Oc2ccc(NS(=O)(=O)c3cccs3)cc2C(=O)N([C@H](C)CO)C[C@H]1C
27	COc1ccc(S(=O)(=O)Nc2cccc3c2O[C@H](CN(C)C(=O)Nc2cccc4ccccc24)[C@@H](C)CN([C@H](C)CO)C3=O)cc1
28	CC(C)NC(=O)Nc1ccc2c(c1)C(=O)N([C@@H](C)CO)C[C@H](C)[C@@H](CN(C)S(=O)(=O)c1cccs1)O2
29	COc1ccc(S(=O)(=O)N(C)C[C@H]2Oc3ccc(NC(=O)Nc4cccc5ccccc45)cc3C(=O)N([C@@H](C)CO)C[C@H]2C)cc1
30	C[C@H](CO)N1C[C@H](C)[C@H](CN(C)S(C)(=O)=O)Oc2ccc(NS(=O)(=O)c3ccc(F)cc3)cc2C1=O
screen / no.,26,27,28,29,30
C2C12 statin,.,.,.,.,.
miR-122 sensor,1[16.7 µM],-1[16.7 µM],-1[16.7 µM],39[16.7 µM],2[16.7 µM]
esBAF inh,-1,2,-2,5,-3

31	C[C@H]1CN([C@@H](C)CO)C(=O)c2cc(NS(C)(=O)=O)ccc2O[C@@H]1CN(C)S(=O)(=O)c1ccc(Cl)cc1
32	C[C@@H]1CN([C@H](C)CO)C(=O)c2cc(NS(=O)(=O)c3ccc(F)cc3)ccc2O[C@@H]1CN(C)S(C)(=O)=O
33	C[C@H]1CN([C@@H](C)CO)C(=O)c2cc(NC(=O)Nc3ccccc3)ccc2O[C@H]1CN(C)Cc1ccc(Cl)c(Cl)c1
34	C[C@@H]1CN([C@@H](C)CO)C(=O)c2cccc(NC(=O)Nc3ccccc3)c2O[C@@H]1CN(C)S(=O)(=O)c1cccs1
35	Cc1noc(C)c1NC(=O)N(C)C[C@H]1Oc2ccc(NS(=O)(=O)c3c(C)noc3C)cc2C(=O)N([C@@H](C)CO)C[C@@H]1C
screen / no.,31,32,33,34,35
C2C12 statin,.,.,.,.,.
miR-122 sensor,-4[16.7 µM],4[16.7 µM],-4[16.7 µM],-5[16.7 µM],0[16.7 µM]
esBAF inh,-1,0,5,2,-5

36	C[C@@H]1CN([C@@H](C)CO)C(=O)c2cc(NC(=O)C3CCCCC3)ccc2O[C@H]1CN(C)Cc1ccc(Oc2ccccc2)cc1
37	Cc1noc(C)c1NC(=O)Nc1ccc2c(c1)C(=O)N([C@@H](C)CO)C[C@H](C)[C@H](CN(C)C(=O)Nc1ccccc1)O2
38	C[C@@H]1CN([C@@H](C)CO)C(=O)c2cc(NC(=O)Cc3ccccc3)ccc2O[C@@H]1CN(C)Cc1ccc(-c2ccccc2)cc1
39	C[C@@H]1CN([C@H](C)CO)C(=O)c2cccc(NS(C)(=O)=O)c2O[C@H]1CN(C)S(=O)(=O)c1ccc(F)cc1
40	COc1ccc(S(=O)(=O)N(C)C[C@@H]2Oc3ccc(NC(=O)Nc4cccc5ccccc45)cc3C(=O)N([C@@H](C)CO)C[C@H]2C)cc1
screen / no.,36,37,38,39,40
C2C12 statin,.,.,.,.,.
miR-122 sensor,-8[16.7 µM],1[16.7 µM],-3[16.7 µM],1[16.7 µM],-1[16.7 µM]
esBAF inh,0,-3,-9,-2,4

41	COc1ccc(S(=O)(=O)N(C)C[C@H]2Oc3ccc(NS(=O)(=O)c4cn(C)cn4)cc3C(=O)N([C@H](C)CO)C[C@H]2C)cc1
42	COc1ccc(NC(=O)Nc2cccc3c2O[C@@H](CN(C)Cc2ccc(Cl)c(Cl)c2)[C@@H](C)CN([C@H](C)CO)C3=O)cc1
43	C[C@H]1CN([C@@H](C)CO)C(=O)c2cc(NC(=O)Nc3ccccc3)ccc2O[C@H]1CN(C)C(=O)Nc1ccc2c(c1)OCO2
44	CC(C)NC(=O)N(C)C[C@@H]1Oc2ccc(NC(=O)Cn3cnnn3)cc2C(=O)N([C@@H](C)CO)C[C@H]1C
45	Cc1noc(C)c1NC(=O)N(C)C[C@H]1Oc2c(NC(=O)Nc3ccccc3)cccc2C(=O)N([C@@H](C)CO)C[C@H]1C
screen / no.,41,42,43,44,45
C2C12 statin,.,.,.,.,.
miR-122 sensor,0[16.7 µM],65[16.7 µM],0[16.7 µM],-6[16.7 µM],-2[16.7 µM]
esBAF inh,2,0,-5,-7,7

46	C[C@H]1CN([C@@H](C)CO)C(=O)c2cc(NC(=O)Nc3ccc(C(F)(F)F)cc3)ccc2O[C@@H]1CN(C)S(=O)(=O)c1cccs1
47	C[C@@H]1CN([C@H](C)CO)C(=O)c2cccc(NC(=O)Nc3ccc(C(F)(F)F)cc3)c2O[C@@H]1CN(C)Cc1ccc(C(=O)O)cc1
48	C[C@H]1CN([C@@H](C)CO)C(=O)c2cc(NS(C)(=O)=O)ccc2O[C@@H]1CN(C)S(=O)(=O)c1ccccc1
49	C[C@@H]1CN([C@@H](C)CO)C(=O)c2cccc(NS(C)(=O)=O)c2O[C@H]1CN(C)S(=O)(=O)c1ccc(F)cc1
50	COc1ccc(S(=O)(=O)N(C)C[C@@H]2Oc3ccc(NC(=O)Nc4cccc5ccccc45)cc3C(=O)N([C@H](C)CO)C[C@@H]2C)cc1
screen / no.,46,47,48,49,50
C2C12 statin,.,.,.,.,.
miR-122 sensor,-2[16.7 µM],0[16.7 µM],-3[16.7 µM],3[16.7 µM],1[16.7 µM]
esBAF inh,4,4,-4,3,0

51	C[C@@H]1CN([C@@H](C)CO)C(=O)c2cc(NS(=O)(=O)c3ccc(Cl)cc3)ccc2O[C@H]1CN(C)S(C)(=O)=O
52	C[C@@H]1CN([C@@H](C)CO)C(=O)c2cc(NS(=O)(=O)c3ccc(F)cc3)ccc2O[C@H]1CN(C)S(C)(=O)=O
53	C[C@H]1CN([C@@H](C)CO)C(=O)c2cc(NS(=O)(=O)c3ccc(F)cc3)ccc2O[C@H]1CN(C)S(C)(=O)=O
54	COc1ccc(S(=O)(=O)Nc2cccc3c2O[C@H](CN(C)Cc2ccc(C(=O)O)cc2)[C@@H](C)CN([C@@H](C)CO)C3=O)cc1
55	CC(C)NC(=O)N(C)C[C@H]1Oc2c(NS(=O)(=O)c3cccs3)cccc2C(=O)N([C@@H](C)CO)C[C@H]1C
56	CC(C)NC(=O)N(C)C[C@@H]1Oc2ccc(NC(=O)Cn3cnnn3)cc2C(=O)N([C@H](C)CO)C[C@@H]1C
57	C[C@H]1CN([C@@H](C)CO)C(=O)c2cc(NS(C)(=O)=O)ccc2O[C@H]1CN(C)S(=O)(=O)c1ccccc1
58	C[C@@H]1CN([C@H](C)CO)C(=O)c2cc(NC(=O)C3CCCCC3)ccc2O[C@@H]1CN(C)Cc1ccc(Oc2ccccc2)cc1
screen / no.,51,52,53,54,55,56,57,58
C2C12 statin,.,.,.,.,.,.,.,.
miR-122 sensor,2[16.7 µM],2[16.7 µM],-1[16.7 µM],0[16.7 µM],2[16.7 µM],0[16.7 µM],2[16.7 µM],31[16.7 µM]
esBAF inh,1,-4,-4,0,0,2,-3,1

# Molecules shown so far that contain a Cl atom, in the order listed:
15	Cc1noc(C)c1NC(=O)N[C@H]1C=C[C@@H](CC(=O)NCc2ccc(Cl)c(Cl)c2)O[C@H]1CO
17	C[C@@H]1CN([C@@H](C)CO)C(=O)c2cc(NS(C)(=O)=O)ccc2O[C@@H]1CN(C)S(=O)(=O)c1ccc(Cl)cc1
23	C[C@@H]1CN([C@H](C)CO)C(=O)c2cc(NS(C)(=O)=O)ccc2O[C@@H]1CN(C)S(=O)(=O)c1ccc(Cl)cc1
31	C[C@H]1CN([C@@H](C)CO)C(=O)c2cc(NS(C)(=O)=O)ccc2O[C@@H]1CN(C)S(=O)(=O)c1ccc(Cl)cc1
33	C[C@H]1CN([C@@H](C)CO)C(=O)c2cc(NC(=O)Nc3ccccc3)ccc2O[C@H]1CN(C)Cc1ccc(Cl)c(Cl)c1
42	COc1ccc(NC(=O)Nc2cccc3c2O[C@@H](CN(C)Cc2ccc(Cl)c(Cl)c2)[C@@H](C)CN([C@H](C)CO)C3=O)cc1
51	C[C@@H]1CN([C@@H](C)CO)C(=O)c2cc(NS(=O)(=O)c3ccc(Cl)cc3)ccc2O[C@H]1CN(C)S(C)(=O)=O
screen / no.,15,17,23,31,33,42,51
C2C12 statin,8,.,.,.,.,.,.
miR-122 sensor,.,40[16.7 µM],57[16.7 µM],-4[16.7 µM],-4[16.7 µM],65[16.7 µM],2[16.7 µM]
esBAF inh,2,-4,0,-1,5,0,1

# This is a subset. The share of hits here may be higher or lower than overall.
